Source: PubChem BioAssay (NMMLSC)
LAP4-GFP MLPCN = alters LAP4-GFP fluorescence in TOR pathway yeast screen. S. cerevisiae LAP4-GFP multiplex, flow cytometry GFP, 3 h; median GFP as percent of DMSO wells. GFP response vs DMSO, % at 10 µM. hit rate 0.34% among 320,000. AID 2023;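 active means GFP response vs DMSO above a set limit, about the screen mean plus 3 SD, cut at about 150% in these data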
CIT2 TOR yeast = yeast TOR pathway CIT2-GFP modulation. S. cerevisiae CIT2-GFP strain, flow cytometry, 3 h; 100 means same as DMSO wells. GFP response vs DMSO, % at 10 µM. hit rate 0.065% among 320,000;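 active means GFP response relative to DMSO above a set limit, near the screen mean plus 3 SD, cut at about 150% in these data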;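 further: ratio of well median GFP fluorescence to mean of DMSO wells on the plate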
MEP2 TOR yeast = yeast TOR pathway MEP2-GFP modulation; AID 2016; GFP response vs DMSO, % at 10 µM; S. cerevisiae MEP2-GFP strain, flow cytometry GFP, 3 h; 100% = DMSO control level; hit rate 0.51% among 330,000;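 active means GFP response versus DMSO above a set limit, roughly screen mean plus 3 SD, cut at about 180% in these data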;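 further: median GFP fluorescence of the barcode-gated MEP2-GFP cells per well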
AGP1 TOR yeast = modulators of TOR pathway AGP1-GFP in S. cerevisiae; S. cerevisiae AGP1-GFP multiplex flow cytometry, 3 h; GFP as percent of DMSO wells; AID 2066; GFP response vs DMSO, % at 10 µM; hit rate 0.02% among 320,000;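 active means GFP response relative to DMSO above a set limit, near screen average plus 3 SD, cut at about 150% in these data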;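 further: median GFP channel fluorescence of the gated AGP1 strain per well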
Yeast superoxide = lowers age-related superoxide in aged yeast cells; superoxide response (% of plate mean), % at 10 µM; S. cerevisiae aged cells, superoxide DHE fluorescence; hits give low values; hit rate 0.18% among 330,000;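 active means superoxide response under a set limit, about three screen SD below normal, cut at about 65% in these data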;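 further: yeast aged for seven days with compound at 30 °C before DHE staining; 100% = average MFI of all compound-treated wells on the plate with controls excluded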
RPL19A-GFP yeast = yeast TOR pathway RPL19A-GFP modulation; percent response vs DMSO, % at 10 µM; hit rate 0.3% among 330,000; AID 2025; S. cerevisiae RPL19A-GFP strain, flow cytometry, 3 h; hits give low values;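 active means percent response vs DMSO below 50%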;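 further: median channel GFP fluorescence of the barcoded RPL19A-GFP strain; ratio of sample median GFP to plate DMSO average so 100% = DMSO; lower means less RPL19A-GFP as with rapamycin TOR inhibition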
GRK2 inh = human GRK2 inhibition via aptamer displacement. P25098. inhibition of aptamer binding, % at 10 µM. hit rate 0.59% among 330,000. AID 488847. bead flow cytometry, FAM-aptamer displacement from GRK2;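 active means inhibition of aptamer binding above 40%, roughly 3 SD of noise, on plates passing a quality check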;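 further: median bead fluorescence of bound FAM aptamer so fluorescent compounds give negative values; no value below 0 was filed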
VLA-4 inh = inhibition in a human VLA-4 binding assay; P13612; VLA-4 expressing cells, ligand binding flow cytometry; inhibition, % (about 7 µM as worked out from the volumes in the protocol); hit rate 0.2% among 330,000; in the data active means inhibition above about 50%
Target sequence (P13612 whole entry, looked up): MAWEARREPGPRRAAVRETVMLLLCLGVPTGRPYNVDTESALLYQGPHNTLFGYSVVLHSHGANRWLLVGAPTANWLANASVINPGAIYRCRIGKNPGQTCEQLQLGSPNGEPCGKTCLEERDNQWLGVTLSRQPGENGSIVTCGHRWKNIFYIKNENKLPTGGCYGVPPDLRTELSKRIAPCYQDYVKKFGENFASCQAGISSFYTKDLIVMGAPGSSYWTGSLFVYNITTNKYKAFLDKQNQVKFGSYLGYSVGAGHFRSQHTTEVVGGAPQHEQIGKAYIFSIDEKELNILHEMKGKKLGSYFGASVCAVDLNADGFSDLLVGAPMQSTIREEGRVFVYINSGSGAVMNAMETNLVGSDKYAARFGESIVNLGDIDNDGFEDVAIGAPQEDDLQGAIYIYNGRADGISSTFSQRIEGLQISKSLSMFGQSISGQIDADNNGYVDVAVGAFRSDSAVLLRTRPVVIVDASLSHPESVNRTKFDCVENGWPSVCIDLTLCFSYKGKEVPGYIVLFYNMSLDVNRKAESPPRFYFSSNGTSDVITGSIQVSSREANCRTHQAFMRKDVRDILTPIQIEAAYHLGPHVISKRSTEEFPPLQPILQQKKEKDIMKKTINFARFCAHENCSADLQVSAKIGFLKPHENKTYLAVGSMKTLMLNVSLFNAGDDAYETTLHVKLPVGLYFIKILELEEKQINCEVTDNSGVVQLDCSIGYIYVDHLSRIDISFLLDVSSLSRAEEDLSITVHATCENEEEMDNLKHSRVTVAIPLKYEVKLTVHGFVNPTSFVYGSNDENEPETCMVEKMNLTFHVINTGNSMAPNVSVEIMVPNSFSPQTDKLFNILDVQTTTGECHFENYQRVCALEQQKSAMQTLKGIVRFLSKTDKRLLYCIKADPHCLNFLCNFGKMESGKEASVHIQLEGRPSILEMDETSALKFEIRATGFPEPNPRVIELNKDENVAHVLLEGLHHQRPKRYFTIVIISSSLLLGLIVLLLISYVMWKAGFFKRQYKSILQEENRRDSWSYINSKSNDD
* hit, by the source's call; / = not tested or not shown.

No.	molecule	LAP4-GFP MLPCN	CIT2 TOR yeast	MEP2 TOR yeast	AGP1 TOR yeast	Yeast superoxide	RPL19A-GFP yeast	GRK2 inh	VLA-4 inh
1	Cc1ccc2c(c1)c1c(n2CC(O)CN2CCCCC2C)CCCC1 (stereo not drawn)	106	108	101	107	75	100	0	2
2	CC(Sc1ccccc1)C(=O)NNC(=O)c1ccncc1 (stereo not drawn)	92	92	98	99	90	98	0	-3
3	CC1=NN(C(=O)c2c(Br)c(C)nn2C)C(O)(C(F)(F)F)C1 (stereo not drawn)	90	90	93	90	107	96	0	6
4	COc1ccccc1/C=C/C=N/NC(=O)c1cccs1	156*	78	92	93	106	96	1	11
5	CSc1ncccc1C(=O)NCC1CCCCC1	114	94	97	100	103	101	1	5
6	CCCCCCC(C)n1cc(C(C)=O)c(=O)[nH]c1=O (stereo not drawn)	103	104	100	104	112	98	0	-5
7	COc1cc(C(=O)NCc2ccc(-c3nc4ccccc4s3)cc2)cc(OC)c1OC	104	98	101	101	104	101	5	1
8	O=C(N/N=C/c1cc(Br)c(Br)o1)c1cc2ccccc2o1	95	107	100	106	126	103	0	19
9	O=C(c1ccc(Cl)cc1)c1oc2ccccc2c1CS(=O)c1ccc(Cl)cc1 (stereo not drawn)	94	106	99	79	102	100	1	5
10	C=CCn1c(C)cc(C(=O)CSc2nc3ccccc3c(=O)[nH]2)c1C	99	97	109	105	89	95	1	-4
11	c1ccc2c(c1)c1c3n2CCNC3CCC1 (stereo not drawn)	95	91	104	98	102	97	0	1
12	CCN1CCN(C(=O)c2ccc(CN(c3ccccc3)S(=O)(=O)c3ccccc3)cc2)CC1	88	101	113	99	96	109	20	-10
13	Cc1ccc(C)c(C(C)NC(=S)NC2CCCCC2)c1 (stereo not drawn)	80	82	103	90	96	117	4	1
14	c1cncc(-c2nnc3sc(-c4ccco4)nn23)c1	95	100	103	99	105	100	0	7
15	COc1ccc(C2=C/C(=C\c3ccc(OC(C)=O)cc3)C(=O)O2)cc1	99	105	100	99	100	98	2	-12
16	CNC(=O)c1sc(-c2ccccn2)nc1C	99	96	100	99	106	98	1	24
17	O=C(NCc1ccccc1F)C1CCCN(C(=O)NC2CCCCC2)C1 (stereo not drawn)	102	83	103	96	96	103	1	-4
18	COc1ccccc1OCCNC(=O)C(CCSC)NC(=O)c1ccccc1Cl (stereo not drawn)	100	101	96	99	93	94	0	1
19	COc1ccc(CN2CCN(C(=O)c3cccc4ccccc34)CC2)cc1OC	79	112	99	12	93	92	2	0
20	COC(=O)c1[nH]c2ccccc2c1NC(=O)c1ccccc1[N+](=O)[O-]	82	101	106	90	109	101	2	21
21	C/C(=N\OCC(=O)Nn1c(=O)[nH]c2ccccc2c1=O)c1ccccc1	96	111	107	105	92	103	1	3
22	CC(C)c1ccc(NC(=S)NN(c2ccccc2)c2ccccc2)cc1	99	92	110	102	93	101	3	20
23	Cn1c(SCC(=O)N2CCN(c3ccccc3)CC2)nnc1-c1c[nH]c2ccccc12	105	111	101	108	85	103	4	-4
24	COc1ccc(C(=O)O)cc1S(=O)(=O)N1CCCc2ccccc21	96	97	97	102	106	101	4	6
25	CCCCNc1nc(C)c(C(C)=O)cc1C#N	112	102	119	110	103	94	2	10
26	O=C(CC1c2ccccc2Oc2ccccc21)NCc1ccco1	100	91	90	96	93	95	2	2
27	COc1cc(/C=N/NC(=O)C(=O)NCC2CCCO2)cc(Cl)c1O (stereo not drawn)	97	105	105	103	104	109	4	6
28	O=C(N/N=C/c1ccco1)C1(O)c2ccccc2-c2ccccc21	112	103	103	102	97	98	1	2
29	COc1cc(CCCN2C(N)=NC[C@@H]2c2ccccc2)cc(OC)c1OC	97	95	99	94	100	97	0	-2
30	Cc1noc(C)c1C(=O)NCCc1ccc(Cl)cc1	99	97	94	90	81	90	1	-2
31	CCCCc1nnc(NC(=O)c2ccccc2OCc2c(C)noc2C)s1	101	84	93	98	94	91	1	4
32	Oc1ccc(-c2nnc(-c3ccccc3)c(-c3ccccc3)n2)cc1	94	89	97	95	110	100	4	-9
33	Cc1ccc(S(=O)(=O)N2CCCCC2)cc1C(=O)OCC(=O)NC(=O)NC12CC3CC(CC(C3)C1)C2	94	103	101	103	88	100	0	15
34	CCOC1(OCC)C(c2ccc(N)cc2)C(C#N)(C#N)C1(OCC)OCC (stereo not drawn)	86	99	96	97	108	96	3	19
35	Cc1cccc(OCCNC(=O)c2ccc(Cl)c(S(=O)(=O)NCc3cccnc3)c2)c1	97	103	104	98	105	104	3	14
36	COc1cccc(-c2nc(CS(=O)CC(=O)NC(C)CCc3ccccc3)c(C)o2)c1 (stereo not drawn)	95	106	108	108	112	101	0	3
37	O=C(N=Nc1ccc(NOC(=O)c2ccccc2Br)cc1)c1ccccc1O	94	96	96	90	92	94	0	-9
38	CCCCN1CC[C@H]2C=CC[C@@H](C(=O)NCc3ccc(OC)cc3)[C@H]2C1=O	103	94	98	103	98	100	0	21
39	Cc1cc(C)n(CC(=O)NNC(=O)c2cccc(C(F)(F)F)c2)n1	96	100	100	102	94	106	0	-3
40	CN(C)C(=O)c1ccc(NC(=O)c2cccc(S(=O)(=O)N3CCCCCC3)c2)cc1	98	104	99	101	96	98	0	-33
41	O=C(CN1C(=O)NC2(CCCCCC2)C1=O)Nc1ccc(Cl)c([N+](=O)[O-])c1	92	99	91	93	113	93	0	13
42	OC(CN1C2=NCCN2c2ccccc21)c1ccccc1 (stereo not drawn)	90	99	95	99	95	90	1	-3
43	Cc1ccc(S(=O)(=O)CCC(=O)Nc2nc(-c3cccnc3)cs2)cc1	94	100	95	99	136	96	5	-1
44	O=[N+]([O-])c1ccc(C(O)CN=Cc2ccc(O)cc2O)cc1 (stereo not drawn)	105	111	122	102	104	110	0	-3
45	CC1=CC2=NC(=O)/C(=C\c3cccn3CCOc3ccccc3)C(=N)N2O1	105	90	90	93	108	98	1	24
46	COc1ccc(C(CNC(=O)c2cccc(S(=O)(=O)N3CCOCC3)c2)N2CCCC2)cc1 (stereo not drawn)	102	96	99	99	122	100	0	2
47	COc1ccc(C)cc1NC(=O)C1CCCN1S(=O)(=O)c1ccccc1F (stereo not drawn)	97	104	101	100	97	99	0	18
48	CCOc1cc(C#N)ccc1OCC(=O)N1CCc2ccccc2C1	103	104	106	103	96	104	0	3
49	CCCCC(NC(=O)COc1cc2c(c3oc(=O)cc(C)c13)CCC(C)(C)O2)C(=O)O (stereo not drawn)	88	85	98	84	97	98	2	5
50	CO/N=C\C(=N\Nc1ccc(OC)cc1)C(=O)c1ccccc1	104	100	108	99	83	97	0	5
51	CCS(=O)(=O)NCC(c1cccnc1)N1CCN(c2ccc(OC)cc2)CC1 (stereo not drawn)	99	95	104	100	99	99	0	2
52	C(#CC1CCCC1)c1ccc2c(c1)COc1c3ccccc3nn1-2	141	78	89	79	100	96	3	12
53	COc1ccc(C(=O)N/N=C(\C)CC(=O)Nc2ccccn2)cc1OC	98	112	112	106	106	108	1	-6
54	Cn1ccnc1C(=O)c1ccc(S(=O)(=O)N2CCCC2)cc1	110	87	91	100	96	100	0	4
55	COc1ccc(/C=N/NC(=O)c2cc3c(ccc4ccccc43)o2)cc1OC	70	93	98	90	94	106	5	5
56	COc1cc2cc(C(=O)N(C)Cc3ccccc3)[nH]c2cc1OC	105	105	115	104	99	111	4	-1
57	COc1ccc(OC)c(NC(=O)c2cc(S(=O)(=O)N(C)C)ccc2N2CCCC2)c1	107	100	100	107	67	94	0	7
58	COc1ccccc1NC(=O)CSc1nc2ccccc2c(=O)n1CCNC(C)=O	105	92	95	102	108	96	3	9
59	O=C(O)c1ccc(Nc2cccc(F)c2)c([N+](=O)[O-])c1	97	108	120	87	112	107	1	7
60	NNC(=O)c1cc2ccccc2cc1NS(=O)(=O)c1ccccc1	97	106	108	98	86	100	5	7

A second format for part of the listing above:
47: COc1ccc(C)cc1NC(=O)C1CCCN1S(=O)(=O)c1ccccc1F (stereo not drawn)
  LAP4-GFP MLPCN = 97
  CIT2 TOR yeast = 104
  MEP2 TOR yeast = 101
  AGP1 TOR yeast = 100
  Yeast superoxide = 97
  RPL19A-GFP yeast = 99
  GRK2 inh = 0
  VLA-4 inh = 18
55: COc1ccc(/C=N/NC(=O)c2cc3c(ccc4ccccc43)o2)cc1OC
  LAP4-GFP MLPCN = 70
  CIT2 TOR yeast = 93
  MEP2 TOR yeast = 98
  AGP1 TOR yeast = 90
  Yeast superoxide = 94
  RPL19A-GFP yeast = 106
  GRK2 inh = 5
  VLA-4 inh = 5

Complete entries, quoted from the list:
Entry for `CCCCN1CC[C@H]2C=CC[C@@H](C(=O)NCc3ccc(OC)cc3)[C@H]2C1=O` → LAP4-GFP MLPCN = 103; CIT2 TOR yeast = 94; MEP2 TOR yeast = 98; AGP1 TOR yeast = 103; Yeast superoxide = 98; RPL19A-GFP yeast = 100; GRK2 inh = 0; VLA-4 inh = 21
Entry for `Cc1ccc(S(=O)(=O)N2CCCCC2)cc1C(=O)OCC(=O)NC(=O)NC12CC3CC(CC(C3)C1)C2` → LAP4-GFP MLPCN = 94; CIT2 TOR yeast = 103; MEP2 TOR yeast = 101; AGP1 TOR yeast = 103; Yeast superoxide = 88; RPL19A-GFP yeast = 100; GRK2 inh = 0; VLA-4 inh = 15
Entry for `CCCCC(NC(=O)COc1cc2c(c3oc(=O)cc(C)c13)CCC(C)(C)O2)C(=O)O` (stereo not drawn) → LAP4-GFP MLPCN = 88; CIT2 TOR yeast = 85; MEP2 TOR yeast = 98; AGP1 TOR yeast = 84; Yeast superoxide = 97; RPL19A-GFP yeast = 98; GRK2 inh = 2; VLA-4 inh = 5

Additional records:
No.	molecule	LAP4-GFP MLPCN	CIT2 TOR yeast	MEP2 TOR yeast	AGP1 TOR yeast	Yeast superoxide	RPL19A-GFP yeast	GRK2 inh	VLA-4 inh
61	C=CC[n+]1c(C)csc1Nc1cccc(Br)c1	103	99	104	97	104	96	1	-13
62	Cc1cc(NC(=O)C(C)SCC(=O)Nc2ccc(Br)cc2Br)no1 (stereo not drawn)	120	94	101	108	112	103	9	-2
63	CC1(C)CC(NC(=O)COc2ccc3ccccc3c2)CC(C)(C)N1	102	101	101	103	104	97	0	14
64	Cc1c(Nc2nc3ccccc3nc2NS(=O)(=O)c2cccc(Cl)c2)c(=O)n(-c2ccccc2)n1C	95	93	92	96	108	94	1	4
65	COc1ccc(-c2csc3ncnc(N4CCN(Cc5ccccc5)CC4)c23)cc1	94	/	100	85	93	104	0	-1
